Pf Dd2 inh = qHTS Primary assay for Inhibitors of Plasmodium falciparum Dd2 growth in vitro; P. falciparum Dd2 growth, SYBR Green, 72 h; Potency, µM (series often up to 28.9 µM), inactives show at the top dose activity, negative = inhibition, hits mostly inhibitors; hit rate 4.3% among 120,000; active = well fitted inhibition curve with a large enough effect; inconclusive = small, poorly fitted or top-dose-only effect; inactive = no such curve, though single readings can be large or run the other way;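 also: plate controls were DMSO vehicle for no effect and reference drug for full effect; nearly all actives have a fitted effect of over 65% in size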
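Readout: SYBR Green fluorescence, 485 nm excitation, 535 nm emission, after ~16 h lysis at 37C. Before that, Dd2-infected red cells (2.5% hematocrit) grew 72 h with compound, 29 uM top final concentration.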
Numbers without * were called inactive; i = inactive; ? = inconclusive; [ ] = another dose, or the depositor's remark. Potency is read from the fitted curve at half-maximal effect. These rows are one share of the data (hit frequency here may not be typical).

SMILES | Pf Dd2 inh
c1csc(CNC[C@H]2Cn3cc(-c4ccc5c(c4)OCCCO5)nc3CO2)n1 | ?
COCc1ccc2c(c1)c(OC(C)(C)C(=O)Nc1ccn(C)n1)nn2Cc1ccccc1 | ?
O=C(NCCc1noc(-c2ccncc2)n1)C1CCCO1 (stereo not drawn) | ?
CCO[C@H]1CN(C(=O)Cc2ccccc2OCc2ccccc2)C[C@@H]1O | 1%
O=C(c1cc(-c2cccs2)[nH]n1)N1CCc2c(nc(-c3ccccc3)[nH]c2=O)C1 | -4%
CCCN(Cc1cccs1)C(=O)Nc1ccccc1C | 6%
COCCNC(=O)C1CCc2sc(C(=O)N(C)C)cc2C1 (stereo not drawn) | ?
COc1ccc(C(=O)N2c3nc(-c4ccco4)nn3C3(CCCCC3)[C@@H]3CCCC[C@@H]32)cc1OC | ?
CCOc1ccc2nc(N3CCN(C(=O)c4ccco4)CC3)sc2c1 | i
CN(C)C(=O)c1n[nH]c2c1CN(C(=O)c1ccccc1C(F)(F)F)CC2 | -4%
COCCNC(=O)[C@H]1C[C@H](Oc2ccccc2)CN1C(=O)NCc1ccccc1 | i
O=C(NCC1CCOCC1)C1COc2ccccc2O1 (stereo not drawn) | i
O=C(C1CC1)N1CC(c2nnc(-c3ccncc3)o2)C2(CCOCC2)C1 (stereo not drawn) | -9%
COc1ccc(CNC(=O)C2CCN(C(=O)c3cnn(-c4ccccc4)c3-n3cccc3)CC2)cc1 | i
Cc1ccc(NC(=O)N2Cc3[nH]cnc3C[C@H]2c2nc(-c3ccc(Cl)cc3)no2)cc1 | ?

Another view of part of the listing above:
CCOc1ccc2nc(N3CCN(C(=O)c4ccco4)CC3)sc2c1
  Pf Dd2 inh = i

CCO[C@H]1CN(C(=O)Cc2ccccc2OCc2ccccc2)C[C@@H]1O
  Pf Dd2 inh = 1%

O=C(NCC1CCOCC1)C1COc2ccccc2O1 (stereo not drawn)
  Pf Dd2 inh = i

COCc1ccc2c(c1)c(OC(C)(C)C(=O)Nc1ccn(C)n1)nn2Cc1ccccc1
  Pf Dd2 inh = ?

Following part.
SMILES | Pf Dd2 inh
COc1ccc(CC(=O)N2C[C@@H](CO)[C@H](N(C)C)C2)cc1Cl | -1%
O=C1Nc2ccccc2CC12CCN(Cc1ccc(Cl)cc1)CC2 | ?
CCOc1ccc(C2Cn3nnc(-c4nc(C)no4)c3CO2)cc1 (stereo not drawn) | i
COc1ccc(NC(=O)N2CCC3(CC2)CC(N(C(=O)NC(C)C)C2CC2)CCO3)cc1 (stereo not drawn) | i
COc1cccc(CC(=O)N2CCC(N3C(=O)C4(CCCCC4)C3c3ccncc3)CC2)c1 (stereo not drawn) | i
CC(C)CCN1CCC2(CC1)CN[S+](=O)([O-])c1cccnc1O2 | ?
COCCOc1ccc2c(n1)CCN(C(=O)c1ccc(OC)nc1)C2 | -10%
COCCC1(C(=O)O)CCCN(Cc2cn[nH]c2C2CCCCC2)C1 (stereo not drawn) | -19%
COc1ccc(CN2CC[C@@H]3CN(S(C)(=O)=O)[C@@H]3C2)cc1OC | -10%
Cc1cnc(C(=O)NC2C[C@H]3CC[C@@H](C2)N3C(=O)Cc2c(C)noc2C)cn1 (stereo partly drawn) | 5%
O=C1CCc2cc(NC(=O)c3n[nH]c4ccccc34)ccc2N1 | ?
N#Cc1ccc(-c2nc(C3CC(=O)N(c4ccc(F)cc4)C3)no2)cc1 (stereo not drawn) | -19%
COc1ccc(NC(=O)CSc2nc(-c3ccc(OC)cc3)cc(=O)[nH]2)cc1 | 161%[activator]
CCCCN(CC)CCNC(=O)CCn1cnc2onc(-c3ccc(F)cc3)c2c1=O | ?
CCCCN(CC)CCNC(=O)c1cc2c(=O)oc3ccc(C)cc3c2s1 | 14%

A second format for two compounds above:
mol	Pf Dd2 inh
COCCOc1ccc2c(n1)CCN(C(=O)c1ccc(OC)nc1)C2	-10%
COCCC1(C(=O)O)CCCN(Cc2cn[nH]c2C2CCCCC2)C1 (stereo not drawn)	-19%

(cont.)
SMILES | Pf Dd2 inh
CN(Cc1ccccc1)Cc1cc(C[C@@H]2CC[C@H](O)[C@@H](CNC3CCOCC3)O2)no1 | ?
CC1(c2ccccc2)N(Cc2ccccc2)C(=O)OC12CCN(Cc1cccc(C#N)c1)CC2 (stereo not drawn) | ?
CC1CCN(c2nc3ccc(C(=O)NCCc4ccc(S(N)(=O)=O)cc4)cc3s2)CC1 | 51%[activator]
O=C(Cc1ccsc1)N1CCC(n2cc(-c3nc(-c4ccccc4)no3)nn2)C1 (stereo not drawn) | -1%
COCCn1ccnc1C1CCN(C(=O)c2ccc3n[nH]nc3c2)CC1 | -9%
Cc1nc(CC(=O)Nc2cc(Cl)ccc2C)cs1 | 31%[activator]
O=C(Cn1c(=O)n(-c2ccccc2Cl)c(=O)c2sc3ccccc3c21)NC1CCCC1 | 20%
CC(C)(C)c1ccc(C(=O)NCC(c2ccco2)S(=O)(=O)c2ccccc2)cc1 (stereo not drawn) | 72%[activator][5.79 µM]
COCc1cc(CN(C)C(=O)CCc2cc3n(n2)CCNC3)[nH]n1 | 5%
CS(=O)(=O)N(Cc1cccnc1)C1CN(C(=O)Nc2ccc3c(c2)OCCO3)C1 | -11%
Cc1ccc(-c2ccc(CCC(=O)N[C@@H]3CCOC[C@H]3OCC(=O)O)o2)cc1 | -2%
COC(=O)c1ccc(NC(=O)C(=O)NCCc2csc(-c3ccc(C(F)(F)F)cc3)n2)cc1 | 18%
O=c1c2nc(-c3ccc(F)cc3)ccc2ncn1Cc1ccccn1 | -8%[44.1 µM]
Cc1n[nH]c(C)c1CCC(=O)Nc1cccn2nc(C3CCC3)nc12 | -8%
O=C(O)Cc1cccn1-c1cccc(Cl)c1 | i

4 entries drawn at random from the list so far:
SMILES | Pf Dd2 inh
COCCn1ccnc1C1CCN(C(=O)c2ccc3n[nH]nc3c2)CC1 | -9%
O=C(Cc1ccsc1)N1CCC(n2cc(-c3nc(-c4ccccc4)no3)nn2)C1 (stereo not drawn) | -1%
Cc1nc(CC(=O)Nc2cc(Cl)ccc2C)cs1 | 31%[activator]
CC(C)(C)c1ccc(C(=O)NCC(c2ccco2)S(=O)(=O)c2ccccc2)cc1 (stereo not drawn) | 72%[activator][5.79 µM]

Following part
SMILES | Pf Dd2 inh
CCOC(=O)C1=C(CNCc2ccccc2)NC(=O)NC1c1ccc(C)cc1 (stereo not drawn) | 10µM*
COc1ccc(C(=O)N2CCCCC2CCN2CCCCC2)cc1 (stereo not drawn) | -5%
CC(C)(O)c1cn(C[C@H]2CC3CCN2C[C@@H]3C(=O)NCc2ccco2)nn1 (stereo partly drawn) | 25%[44.1 µM]
CC(C)CCn1nnc2sc(-c3ccccc3)cc2c1=O | 28%
O=C(C1CC(=O)N(c2n[nH]c3ccccc23)C1)N1CCc2ccccc2C1 (stereo not drawn) | i
Cc1ccc2ccc3cc(C(=O)N4CCN(c5ccccc5)CC4)nc3c2[nH]1 | ?
CCn1nccc1C(=O)N1CCC2(CC1)NC(=O)N(c1cccc(F)c1)N2 | 25%
CCCOc1ccc(-c2nc(SC)[nH]c(=O)c2C#N)cc1OC | ?
COc1ccc(NC(=O)c2c(C)nc3n2CCC(Nc2ccccc2)C3)cn1 (stereo not drawn) | ?
Cc1ccc(OC2(C(=O)N(C)Cc3n[nH]c4c3CCCC4)CCNCC2)cc1 | ?
COC(=O)c1cc2oc3ccccc3c2n1Cc1ccc(Cl)cc1 | ?
O=C(COc1ccccc1)NCC(=O)N1CCCCCNC(=O)CC1c1ccccc1 (stereo not drawn) | -17%
N[C@@H]1CC[C@@H]1NC(=O)c1ccccc1-c1nc(-c2ccccc2)no1 | -18%
CC(C)(C)OC(=O)N1CCC(c2c(C(=O)NCc3ccc4c(c3)OCO4)cnn2-c2ccc(F)cc2F)CC1 | 7.9µM*
Cc1noc2c(-c3cn[nH]c3)cc(-c3ccc(F)cc3)nc12 | -14%[44.1 µM]
COc1cc2c(cc1OC)C(c1cccc(Cl)c1)CC(=O)N2 (stereo not drawn) | 17%
O=c1[nH]c(N2CCOCC2)nc2c1CCN(Cc1ccccc1Br)CC2 | 1.3µM*
CO[C@@H]1COCC[C@H]1NC(=O)c1ncc[nH]c1=O | -8%
O=C(Cn1c(=O)n(Cc2ccccc2)c(=O)c2oc3ccccc3c21)Nc1ccc(Cl)cc1 | -4%
Cc1ccc(CN2CCC3(CNc4ccccc4[S+](=O)([O-])N3)C2)cc1 (stereo not drawn) | i
CNC(=O)[C@@H]1C[C@@H](n2cc(CC(C)C)nn2)CN1 | 5%
NCCO[C@H]1C[C@@H](O)C12CCN(Cc1c(Cl)cccc1Cl)CC2 | -14%
Cc1oc2c(c1C(=O)NC1CCN(C)CC1)CN(Cc1ccc(F)cc1)CC2 | ?
O=C(CN1C(=O)COc2ccc(C(=O)COc3cccc(F)c3)cc21)NCc1ccc2c(c1)OCO2 | i
COc1cc(-c2cn(C)c(=O)n3cc(COc4ccnn4C)nc23)ccn1 | i
COc1ccc(OC)c(S(=O)(=O)N[C@H]2CO[C@H]3[C@@H]2OC[C@H]3OC(=O)Nc2ccc(Oc3ccccc3)cc2)c1 | -24%
CC(C)C[C@@H]1N[C@H](C(=O)NCc2ccco2)Cc2c[nH]c3cccc1c23 | ?
C=CCN1CCN(c2nc(C)nc3c2CCN(C(=O)N(C)C)CC3)CC1 | -16%
COCCNc1ncccc1-c1noc([C@@H]2CCCN2C2CCN(C(C)=O)CC2)n1 | i
CNC(=O)c1cc(-c2ccc(CO)cc2)cc2c1OCCN2Cc1cccnc1 | -1%[44.1 µM]
CC(C)CCC(=O)N1CCC2(CC1)CC(O)CCO2 (stereo not drawn) | 21%
COCc1cn(C[C@H]2C[C@@H](NS(C)(=O)=O)[C@H](O)[C@@H]2O)nn1 | 38%[activator][44.1 µM]
Cc1ccc(N2C(=O)CSC23C(=O)N(CC(=O)Nc2ccccc2F)c2ccccc23)cc1C (stereo not drawn) | 11µM*
Cc1ccc(C(=O)N2CCC(N3C(=O)C(O)C34CCCCC4)CC2)cn1 (stereo not drawn) | 1%
COc1ccc(S(=O)(=O)NCC(c2cccs2)S(=O)(=O)c2ccccc2)cc1OC (stereo not drawn) | i
COCCNC(=O)C1CCCN1c1nc2ncccc2o1 (stereo not drawn) | -13%[44.1 µM]
CN(C1CCCCC1)S(=O)(=O)c1ccc2c(c1)c(=O)c(C(=O)N1CCN(c3ccccc3)CC1)cn2C | 90%[activator]
COc1ccccc1NC(=O)N1CCCC2(CCC(=O)N(CC3CC3)C2)C1 (stereo not drawn) | -17%
Cc1ccccc1CSc1cn(CC(=O)N2CCCCC2)c2ccccc12 | i
COc1cccc(C2=CC(c3ccc(OC)c(OC)c3OC)n3ncnc3N2)c1 (stereo not drawn) | -6%
COC[C@@H]1CCCN1Cc1cc2cc3c(cc2[nH]c1=O)OCO3 | -5%
Cc1ccc(OCC(=O)N2[C@@H]3CC[C@H]2CC(NC(=O)c2ccncc2)C3)cc1 (stereo partly drawn) | i
N#Cc1ccc(C(=O)N2CCN(C(=O)c3nnn4c3COC(c3ccc(F)cc3)C4)CC2)cc1 (stereo not drawn) | i
CCN(CC)S(=O)(=O)c1ccc(C(=O)Nc2nc3ccc(Cl)cc3s2)cc1 | 14%
CC(=O)Nc1ccc(CN2CCCC3(COc4ccccc4C(=O)N3)C2)cc1 (stereo not drawn) | ?
Cn1c(=O)oc2ccc(C(=O)N[C@H](C3CCNCC3)C3CC(O)C3)cc21 (stereo partly drawn) | -6%
CCOc1ccc(-c2nnc(SCC(=O)NC(C)CC)nc2-c2ccc(OCC)c(OC)c2)cc1OC (stereo not drawn) | i
CCCc1cc(CN(C)C(=O)c2cn(CC(=O)N(CC)CC)nn2)[nH]n1 | 3%
CC(=O)c1ccc(NC(=O)N[C@H]2CO[C@H]3[C@@H]2OC[C@@H]3Nc2nccc(C(C)(C)C)n2)cc1 | 5%
O=C(Nc1cccc(F)c1)c1ccc(N2CC3CC(C2)[C@H]2CCCC(=O)N2C3)nc1 (stereo partly drawn) | i
Cn1c(=O)n(C)c2cc(NS(=O)(=O)c3ccc(C(C)(C)C)cc3)c(NCc3ccccc3)cc21 | ?
COc1ccc(NC(=O)c2ccc3nc(C(C)C)oc3c2)cc1OC | 15%
COc1cc(=O)n2c(c1C(=O)Nc1cc(Cl)ccc1F)CCCC2 | 7%
COc1ccc(-n2nc(C)c([C@@H]3C=C[C@@H](NCc4ccc(C(C)C)cc4)C3)c2C)cc1 | ?
CN1c2cc(C(=O)NCc3ccccc3Br)ccc2C(=O)N2CCCC21 (stereo not drawn) | i
Cc1nn(C)cc1C(=O)NCCn1c(C)cnc1C1CC1 | -5%
O=C(c1ccc(-c2ccc(N3CCSCC3)nc2)cc1)N1CCCCC1 | i
COc1ccc(C(=O)NCCc2sc(-c3ccc(Cl)cc3)nc2C)c(OC)c1 | 38%[activator]
COc1ccc(OC)c(NC(=O)COc2ccc(-c3nnc4n3CCCC4)cc2)c1 | ?
CCc1ccccc1NC(=O)c1cc(S(=O)(=O)N2CCCc3ccccc32)ccc1F | ?
Cn1c(CO[C@H]2CN(C(=O)c3ccc(Cl)cc3)C[C@H]2F)nc2ccccc21 | -6%[44.1 µM]
COc1cc2c(cc1OC)C(CNC(=O)c1ccc(Cl)cc1)N(C(=O)Nc1cccc(F)c1)CC2 (stereo not drawn) | -3%
COCC(=O)N(C)Cc1ccccc1C(F)(F)F | i
